AmpC inh detg: blocks E. coli AmpC beta-lactamase in detergent assay | P00811 | AmpC hydrolysis of nitrocefin, absorbance 480 nm, 0.01% Triton | Potency, µM (highest dose often 114 µM), for the others: at the highest dose activity change, negative = inhibition, hits mostly inhibitors | hit rate 0.041% among 370,000 | AID 485294;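 note: potency is the fitted concentration of half-maximal effect; 0% = no-compound wells and -100% = no-enzyme wells; nearly all actives have a fitted effect of over 25% in size; some results filed as inactive show a strong effect at the top dose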
Target sequence (P00811 whole entry, looked up): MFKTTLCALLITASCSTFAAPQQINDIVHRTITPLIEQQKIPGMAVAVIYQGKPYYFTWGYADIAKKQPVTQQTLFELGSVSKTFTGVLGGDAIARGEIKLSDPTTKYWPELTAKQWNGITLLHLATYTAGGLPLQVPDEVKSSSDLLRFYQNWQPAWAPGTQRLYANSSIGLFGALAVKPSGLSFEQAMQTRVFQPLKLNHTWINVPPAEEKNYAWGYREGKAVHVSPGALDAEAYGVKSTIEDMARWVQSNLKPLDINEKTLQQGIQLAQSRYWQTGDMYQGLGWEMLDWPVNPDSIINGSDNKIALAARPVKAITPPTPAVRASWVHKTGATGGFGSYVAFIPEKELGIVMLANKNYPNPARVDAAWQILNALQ
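AmpC (5.3 nM in the dispensed reagent) in 20 mM phosphate pH 7.0 with 0.01% (detergent screen) or 0.0001% Triton X-100 was preincubated with compounds for 15 min at room temperature. Nitrocefin was then added from an 800 uM solution, and hydrolysis was followed at 480 nm.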
AMA1 RON2 block: inhibitors of Plasmodium falciparum AMA1-RON2 interaction; Potency, µM (highest dose often 58.2 µM), for the others: at the highest dose activity change, negative = inhibition, hits mostly inhibitors; AID 720542; AlphaScreen AMA1-biotinylated RON2 peptide binding; hit rate 0.2% among 360,000;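 note: potency is the fitted concentration of half-maximal effect; 0% = vehicle wells and -100% = peptide control; nearly all actives have a fitted effect of over 45% in size; some results filed as inactive show a strong effect at the top dose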
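AMA1 (3D7) with his tag at 25 nM final met compounds first, then biotinylated RON2 peptide at 25 nM; detection used donor plus acceptor beads, 10 µg/mL apiece, read by AlphaScreen after 30 min at room temperature.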
Shiga toxin inh: Shiga toxin inhibition | Vero cells, Shiga toxin protein synthesis inhibition reporter | inhibition, % at 38.7 µM | hit rate 9.2% among 290,000; in the data active = inhibition mostly above about 28%, no sharp cut-off; inactive = mostly below about 43%; note: 0% is about no effect
Giardia FBPA inh: blocks Giardia fructose-bisphosphate aldolase activity; A8B2U2; purified Giardia FBPA; Potency, µM (doses to about 59.6 µM), for the others: at the top dose activity, negative = inhibition, hits mostly inhibitors; hit rate 0.71% among 290,000; note: potency is the fitted concentration of half-maximal effect; % is set by controls: 0 for no effect and ±100 for the full control effect; nearly all actives have a fitted effect of over 55% in size
Target sequence (A8B2U2 whole entry, looked up): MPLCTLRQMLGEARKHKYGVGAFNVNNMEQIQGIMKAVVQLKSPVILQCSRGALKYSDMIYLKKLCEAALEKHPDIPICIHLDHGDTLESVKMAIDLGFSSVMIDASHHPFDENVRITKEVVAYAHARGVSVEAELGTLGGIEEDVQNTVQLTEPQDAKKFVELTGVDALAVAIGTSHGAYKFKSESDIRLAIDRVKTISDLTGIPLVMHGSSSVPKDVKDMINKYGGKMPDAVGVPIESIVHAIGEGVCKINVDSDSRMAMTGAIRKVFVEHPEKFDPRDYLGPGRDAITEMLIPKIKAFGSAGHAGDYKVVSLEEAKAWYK
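Giardia FBPA (40 nM reagent) was preincubated 10 min at RT with compound (up to 57.5 uM final), then substrate plus GAPDH/TPI/NAD/arsenate coupling system with diaphorase/resazurin was added; resorufin fluorescence (525/598 nm) was read after 20 min.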
HCMV antiviral: inhibitors of human cytomegalovirus; activity change, negative = inhibition, % at 57.5 µM; hit rate 4.5% among 410,000; AID 1259415; HFF cells, HCMV-luciferase reporter, 72 h; active compounds read low; in the data active = activity change below about -60%; inconclusive = no clear call, values can overlap the other calls; inactive = above about -39%; note: % is set by controls: 0 for no effect and ±100 for the full control effect
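Steps: HFFs plated, 16 h 37C; compounds added; HCMV-luciferase added to MOI 1 PFU/cell; 72 h 37C; OneGlo reagent, 5 min room temperature; luminescence read, normalized to controls.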
AmpC inh no detg: AmpC beta-lactamase inhibition without detergent; P00811; AmpC nitrocefin hydrolysis, absorbance 480 nm, 0.0001% Triton; Potency, µM (top dose mostly 57.1 µM), without a hit: at the highest dose activity change, negative = inhibition, usual class: inhibitors; hit rate 0.52% among 330,000; AID 485341;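 note: potency is the fitted concentration of half-maximal effect; plate controls were no compound for no effect and no enzyme for full effect; nearly all actives have a fitted effect of over 20% in size; some results filed as inactive show a strong effect at the top dose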
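20 mM phosphate pH 7.0 + 0.01% (detergent screen) or 0.0001% Triton X-100; 5.3 nM AmpC reagent; cpd preinc 15 min RT; nitrocefin (800 uM stock) to start; A480 q20 s × 4 min; Activity was normalised to no-enzyme and no-compound control wells.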
Cycloheximide cs: affects cycloheximide protein synthesis inhibition readout, counter-screen | cell reporter, cycloheximide protein synthesis inhibition counterscreen | max response, % | hit rate 12% among 300,000 | AID 2314; in the data active = max response mostly above about 13%, no sharp cut-off; inactive = mostly below about 14%; note: read at 38.3 µM for the half of the compounds with a filed dose; 0% is about no effect
An asterisk follows results filed as active; u = inconclusive; x = no result given; [ ] = dose if it differs, or a comment. Unless noted, calls come from the whole dose curve; as a rule, active = well fitted curve in the direction sought with a large enough effect; inconclusive = small, poorly fitted or top-dose-only effect, or another doubt; inactive = no such curve, though single readings can be large; an effect the other way counts as inactive or inconclusive. Not a hit list, and some 16% of all compounds hit somewhere here.

SMILES | AmpC inh detg | AMA1 RON2 block | Shiga toxin inh | Giardia FBPA inh | HCMV antiviral | AmpC inh no detg | Cycloheximide cs
COCCN(C(=O)c1c(C)noc1C)c1c(N)n(CC(C)C)c(=O)[nH]c1=O | -3% | -5% | x | x | 0 | -6% | x
COc1cccc2oc3ccc(C#CC4(N)CCCCC4)cc3c(=O)c12 | u | -10% | 24* | -3% | 19 | 96%[activator] | 21*
O=[N+]([O-])c1ccc(Cl)c(-c2ccc(/C=N/c3c(-c4ccco4)nc4ccccn34)o2)c1 | -1% | -9% | -10 | -6% | 10 | -17% | 3
CC(Oc1ccc(-c2ccccc2)c(F)c1)c1ccn(S(=O)(=O)c2cccc3ccccc23)n1 (stereo not given) | -12% | -2% | -7 | 1% | -5 | -33% | -2
O=C(NCC1CCCO1)c1ccccc1 (stereo not given) | -11% | 3% | 27 | 4% | -34 | x | 3
Cc1cc(C)nc(SCc2nnc(SCC(=O)Nc3ncc(C)s3)n2Cc2ccco2)n1 | -11% | 2% | -4 | 4% | 29 | 53% | -2
OC(CN1CCCCCC1)CN(c1ccccc1)c1ccccc1 (stereo not given) | 2% | -9% | -15 | -17% | -39 | -2% | -3
N#Cc1ccsc1NC(=O)COC(=O)c1ccc(NC(N)=O)cc1 | 1% | -2% | 92* | 1% | 128 | -29% | 41*
CN1CCN(CCC(=O)Nc2ccccc2)CC1 | 3% | 9% | -2 | 0% | -1 | -5% | -2
CCOc1c(C)cnc2c1c(=O)n(Cc1ccccc1Cl)c(=O)n2C | -10% | -3% | -6 | 9% | -10 | 7% | -2

6 successive entries already listed, for reference:
SMILES | AmpC inh detg | AMA1 RON2 block | Shiga toxin inh | Giardia FBPA inh | HCMV antiviral | AmpC inh no detg | Cycloheximide cs
O=C(NCC1CCCO1)c1ccccc1 (stereo not given) | -11% | 3% | 27 | 4% | -34 | x | 3
Cc1cc(C)nc(SCc2nnc(SCC(=O)Nc3ncc(C)s3)n2Cc2ccco2)n1 | -11% | 2% | -4 | 4% | 29 | 53% | -2
OC(CN1CCCCCC1)CN(c1ccccc1)c1ccccc1 (stereo not given) | 2% | -9% | -15 | -17% | -39 | -2% | -3
N#Cc1ccsc1NC(=O)COC(=O)c1ccc(NC(N)=O)cc1 | 1% | -2% | 92* | 1% | 128 | -29% | 41*
CN1CCN(CCC(=O)Nc2ccccc2)CC1 | 3% | 9% | -2 | 0% | -1 | -5% | -2
CCOc1c(C)cnc2c1c(=O)n(Cc1ccccc1Cl)c(=O)n2C | -10% | -3% | -6 | 9% | -10 | 7% | -2

Part of the list above, as tab-separated lines.
structure	AmpC inh detg	AMA1 RON2 block	Shiga toxin inh	Giardia FBPA inh	HCMV antiviral	AmpC inh no detg	Cycloheximide cs
O=[N+]([O-])c1ccc(Cl)c(-c2ccc(/C=N/c3c(-c4ccco4)nc4ccccn34)o2)c1	-1%	-9%	-10	-6%	10	-17%	3
N#Cc1ccsc1NC(=O)COC(=O)c1ccc(NC(N)=O)cc1	1%	-2%	92*	1%	128	-29%	41*
COc1cccc2oc3ccc(C#CC4(N)CCCCC4)cc3c(=O)c12	u	-10%	24*	-3%	19	96%[activator]	21*

Additional structures follow:
SMILES | AmpC inh detg | AMA1 RON2 block | Shiga toxin inh | Giardia FBPA inh | HCMV antiviral | AmpC inh no detg | Cycloheximide cs
Cc1occc1-c1nnc(SCCCC(=O)c2ccc(F)cc2)n1C | -9% | -3% | 23 | -2% | -33 | 15% | -2
COc1ccc(C(=O)OC(C)CN2CCOCC2)cc1OC (stereo not given) | u | -8% | 13 | -1% | -15 | -1% | -5
CC(NC(=O)C(=O)NCCc1c[nH]c2ccccc12)c1ccccc1 (stereo not given) | 0% | 0% | 3 | 2% | 42 | -20% | 4
CCC(=O)Nc1ccc2nc3c(=O)[nH]c(=S)[nH]c3nc2c1 | -13% | -15% | 2 | u | 11 | -19% | -2
Cc1ccc(Nc2ncnc(-n3cccc3)n2)cc1Cl | 9% | -9% | 80* | -1% | 59 | -31% | 32*
COc1cccc(C2c3[nH]c4ccccc4c3C[C@H]3C(=O)N(c4ccccc4C(=O)N4CCC[C@H]4C(=O)O)C(=O)N23)c1 (stereo not given in full) | -9% | 5% | -6 | 16% | 34 | -23% | 0
COc1ccc(OC)c(NC(=O)/C=C/c2ccccc2[N+](=O)[O-])c1 | -11% | -15% | -26 | -11% | 42 | -18% | 13
COCc1ccccc1Cn1cnc2c1c(=O)n(C)c(=O)n2C | -8% | 38%[activator] | -4 | 3% | 8 | -19% | -4
CCOC(=O)c1ccc(Nc2nc(-c3cccnc3)nc3ccccc23)cc1 | -4% | -11% | -17 | x | u | -2% | 8
COC(=O)C1=C(C)N(c2ccccc2)C(=S)NC1c1ccccc1C(F)(F)F (stereo not given) | -12% | -2% | -3 | -9% | -38 | -26%[11.4 µM] | -1
CCCn1c(-c2cccc(F)c2)nc2c1c(=O)[nH]c(=O)n2Cc1ccccc1 | u | 2% | 18 | 3% | -13 | -15% | -1
COc1cc(C(=O)Nc2ccc(C(C)=O)cc2)c(Br)c(OC)c1OC | -1% | -8% | 70* | -3% | 98 | -8% | 42*
CCc1ccc(NC(=O)Cn2c(=O)n(CCCC(=O)NCc3ccco3)c(=O)c3ccccc32)cc1 | -2% | 13% | 10 | 9% | -3 | -13% | -2
CC1(C)Cc2c(cnn2-c2ccc(F)cc2)C(NC(=O)CCN2CCCCC2=O)C1 (stereo not given) | -6% | -5% | 29 | x | -8 | 82%[activator] | 9
CCOC(=O)c1ccc(NCC(O)COc2ccccc2)cc1 (stereo not given) | -1% | 0% | 11 | 2% | 25 | -21% | -2
O=C(NN1C(=O)c2ccc3c4c(ccc(c24)C1=O)CC3)c1ccc(Br)cc1 | -18% | 1% | -3 | -6% | 12 | -22% | 1
COc1ccc(C2C(C(=O)c3ccco3)=C(O)C(=O)N2CCc2ccccc2)cc1OC (stereo not given) | -10% | 9% | -20 | 11% | 17 | -21% | -3
COc1ccc(C(=O)N2CCN(CC(=O)N3CCOCC3)CC2)cc1 | -12% | 22% | 9 | -7% | -6 | 0% | -1
O=C(NC1CC1)C1CCN(C2CCN(C(=O)c3c(F)cccc3Cl)CC2)CC1 | 4% | 4% | -13 | -11% | 42 | 55% | -4
COc1ccc(OC)c(CNC(=O)CCc2nc(-c3cccs3)no2)c1 | -2% | -2% | 5 | 0% | 24 | -2% | -3
Cc1ccc(S(=O)(=O)N2CCOC2CNC(=O)C(=O)NCCCN2CCOCC2)cc1 (stereo not given) | 2% | 23% | 12 | x | -61* | -13% | 3
COc1ccc(CCNC(=O)c2n[nH]c3ccccc23)cc1 | -11% | -3% | 45* | 3% | -2 | -33% | 47*
Cc1cc(OCC(=O)NCc2ccccn2)cc(C)c1Br | 0% | -4% | 47* | 3% | x | 6% | 2
COc1ccccc1N(CC(=O)NC1CCCC1)C(=O)c1oc(C(C)(C)C)cc1C | -14% | -7% | -3 | 1% | -36 | 100%[activator] | -4
O=C(NCCCN1CCCCC1)c1ccc2c(c1)NC(=O)C(N1CCOCC1)S2 (stereo not given) | u | 1% | -7 | 5% | -26 | -24% | 2
Cc1sc2ncn(CC(=O)NCC(=O)N(C)C3CCCCC3)c(=O)c2c1C | -1% | 2% | -14 | -4% | 41 | 6% | -3
O=c1ccn(Cc2ccccc2)c2ccccc12 | 3% | -1% | 24 | 1% | 1 | -20% | 1
NS(=O)(=O)c1ccc(CCNS(=O)(=O)c2ccc(Cl)s2)cc1 | x | -8% | x | x | -21 | -11% | x
O=c1c2cc(Cl)ccc2[nH]c(=S)n1Cc1ccco1 | -11% | 17% | 27 | -18% | 7 | -50% | 3
Cn1nccc1/C=N\NC(=O)c1ccc(Cl)cc1 | 0% | -10% | 31* | -7% | 46 | -19% | 15*
CCOc1cccc(=O)c2c(C)n(CC(=O)c3ccccc3)c(C)c12 | 5% | -20% | -7 | -14% | -18 | -12% | 2
O=C(NCc1ccco1)c1cccc(S(=O)(=O)N2CCCCC2)c1 | -10% | -5% | 24 | -1% | -13 | -25% | -1
COC(=O)[C@@]1(O)C[C@@H]2O[C@@]1(C)n1c3ccccc3c3c4c(c5c6ccccc6n2c5c31)C(=O)NC4 | x | x | -12 | 6% | x | x | -3
Nc1nnc(SCc2nnc(-c3ccccc3)o2)s1 | -1% | 11% | -2 | -3% | 13 | -20% | -3
COc1cccc(NC(=O)CN(C)CC(=O)Nc2ccc(Cl)cc2[N+](=O)[O-])c1 | u | 10% | -6 | -4% | -1 | 86%[activator] | -5
Cc1cc(C)nc(N2CCN(c3ncnc4c3cnn4Cc3ccc(Cl)cc3Cl)CC2)n1 | u | -1% | -8 | 3% | x | 15% | -3
O=C(CN1CCN(c2ccccc2F)CC1)c1c[nH]c2ccccc12 | 2% | 0% | -10 | -5% | 73 | -20% | -1
CC(C)c1ccc(NC2CCCN(C(=O)CCc3cn[nH]c3)C2)cc1 (stereo not given) | 3% | 4% | 11 | x | -7 | 18% | 1
N/C(Cc1ccc([N+](=O)[O-])cc1)=N\OC(=O)c1ccc(Br)cc1 | u | -4% | 13 | 1% | -5 | -24% | 9
Cc1ccc(C(=O)Nc2ccccc2Sc2ccccc2)cc1 | -10% | 7% | 33 | -3% | 21 | -22% | 29
Cc1nc2c(Br)c(C)nn2c2c1CCC2 | -5% | 3% | -7 | 2% | -28 | 68%[activator] | -2
Cc1ccc2[nH]c(C(=O)N/N=C/c3ccc([N+](=O)[O-])cc3)c(C)c2c1 | 2% | -10% | 16 | -3% | 50 | -21% | -2
CC(C)n1nnnc1C(c1ccc(F)cc1)N1CCN(C2CCCC2)CC1 (stereo not given) | u | -11% | -2 | -19% | -8 | -13% | 12
CCOc1ccc(/C(O)=C2\C(=O)C(=O)N(c3cc(C)on3)C2c2ccccc2OC)cc1 (stereo not given) | 7% | -15% | 18 | -23% | 26 | -17% | 16
CS(=O)(=O)c1ccccc1C(=O)Nc1nc2ccccc2[nH]1 | -7% | 16% | 14 | u | 2 | 9% | 13
COc1ccccc1C(=O)COC(=O)c1ccccc1O | -8% | -5% | 95* | 1% | 84 | -31% | 31*
CCCCCCCN1CCC(=O)N(CCO)CC1 | -10% | -6% | -5 | 11% | -1 | -7% | 0
